LYPLA1 counter: LYPLA1 (human) inhibition in PME1 counter-screen. O75608. recombinant LYPLA1, FP-Rh probe fluorescence polarization. inhibition, % at 5.9 µM. 320,000 tested, 0.16% active;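 active = inhibition above the mean of all tested compounds plus 3 SD, set per campaign, cut at about 14% in these data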;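 also: inhibitors block serine hydrolase probe labeling of LYPLA1 so polarization falls; 0% = enzyme with DMSO and 100% = wells lacking LYPLA1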
Target sequence (O75608 whole entry, looked up): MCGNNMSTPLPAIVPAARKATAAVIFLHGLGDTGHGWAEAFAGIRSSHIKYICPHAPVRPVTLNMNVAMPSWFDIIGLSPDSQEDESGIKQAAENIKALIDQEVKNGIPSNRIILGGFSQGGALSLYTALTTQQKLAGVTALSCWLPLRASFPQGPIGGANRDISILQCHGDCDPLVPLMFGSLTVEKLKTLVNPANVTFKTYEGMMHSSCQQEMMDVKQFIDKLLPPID
pPAFAH inh: pPAFAH (human) enzyme inhibition. inhibition, % at 3.39 µM. 330,000 tested, 1.5% active. Q13093. recombinant pPAFAH, FP-rhodamine probe fluorescence polarization. AID 463082;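 active = inhibition above the mean inhibition across the screen plus 3 SD, cut at about 25% in these data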;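 also: inhibitors block binding of the rhodamine activity-based probe so polarization drops; 0% = enzyme with DMSO and 100% = wells lacking pPAFAH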
Target sequence (Q13093 whole entry, looked up): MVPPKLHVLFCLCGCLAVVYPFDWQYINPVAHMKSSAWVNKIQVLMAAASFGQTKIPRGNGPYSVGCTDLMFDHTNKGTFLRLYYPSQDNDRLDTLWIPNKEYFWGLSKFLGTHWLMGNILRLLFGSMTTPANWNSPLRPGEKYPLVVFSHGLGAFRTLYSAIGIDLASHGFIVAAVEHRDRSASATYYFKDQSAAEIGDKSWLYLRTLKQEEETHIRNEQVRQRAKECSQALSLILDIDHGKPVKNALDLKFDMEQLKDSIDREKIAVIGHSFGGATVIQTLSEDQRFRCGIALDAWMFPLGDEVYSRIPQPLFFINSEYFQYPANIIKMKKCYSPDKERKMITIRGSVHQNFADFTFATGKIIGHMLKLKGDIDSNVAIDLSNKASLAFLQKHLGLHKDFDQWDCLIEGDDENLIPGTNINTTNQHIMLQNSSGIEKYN
PREPL inh: human PREPL enzyme inhibition. Q4J6C6. recombinant PREPL, fluorescence polarization activity-based probe. inhibition, % at 5.96 µM. 320,000 tested, 0.68% active; in the data active = inhibition above about 43%;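 also: 0% = enzyme with DMSO and 100% = wells lacking enzyme; many of its hits are not listed in these tables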
PME-1 primary: blocks human protein phosphatase methylesterase 1; 320,000 tested, 0.53% active; recombinant PME-1, FP-Rh probe fluorescence polarization; Q9Y570; AID 2130; inhibition, % at 5.9 µM;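 active = inhibition above the campaign mean of all compounds plus 3 SD, cut at about 26% in these data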;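 also: competitive labeling of PME-1 active site by serine hydrolase directed probe; 0% = PME-1 with DMSO and 100% = wells lacking PME-1 enzyme; inhibitors block probe labeling so polarization falls and inhibition rises; many of its hits are not listed in these tables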
PAD4 FP inh: inhibitors of human PAD4; inhibition, % at 6.36 µM; 330,000 tested, 0.41% active; recombinant PAD4, RCA probe fluorescence polarization;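 active = percent inhibition above a cutoff equal to the mean of all tested compounds plus 3 SD, cut at about 15% in these data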;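 also: 0% = PAD4 with RCA probe and DMSO and 100% = probe without PAD4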
PAFAH1B2 FP inh: inhibitors of human PAFAH1B2; P68402; inhibition, % at 3.39 µM; 340,000 tested, 1.2% active; recombinant PAFAH1B2, FP-rhodamine activity probe, fluorescence polarization;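 active = inhibition above the mean of all tested compounds plus 3 SD, cut at about 24% in these data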;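 also: 0% = enzyme with DMSO and 100% = wells lacking PAFAH1B2; many of its hits are not listed in these tables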
PAFAH1B3 inh: inhibitors of human PAFAH1B3; Q15102; recombinant PAFAH1B3, FP-rhodamine probe, fluorescence polarization; inhibition, % at 3.39 µM; 340,000 tested, 0.28% active; AID 492972;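 active = inhibition above the screen-wide average of all tested compounds plus 3 SD, cut at about 25% in these data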;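 also: 0% = enzyme with DMSO only and 100% = wells lacking PAFAH1B3 protein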
LYPLA2 inh: blocks human lysophospholipase 2, a PME1 counter-screen; O95372; recombinant LYPLA2, FP-Rh probe fluorescence polarization; inhibition, % at 5.9 µM; 320,000 tested, 0.38% active;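 active = inhibition above the screen-wide mean plus 3 SD, limit set per campaign, cut at about 26% in these data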;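 also: 0% = LYPLA2 with DMSO and 100% = wells lacking LYPLA2 enzyme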
Target sequence (O95372 whole entry, looked up): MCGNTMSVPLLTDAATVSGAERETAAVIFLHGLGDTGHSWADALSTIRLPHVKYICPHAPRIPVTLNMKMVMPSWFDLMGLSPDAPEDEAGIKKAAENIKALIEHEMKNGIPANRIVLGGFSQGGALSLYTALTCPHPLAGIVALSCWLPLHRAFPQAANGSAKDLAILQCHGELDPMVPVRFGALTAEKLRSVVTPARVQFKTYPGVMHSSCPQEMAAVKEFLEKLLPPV
GSTO1 counter: counter-screen for RBBP9 inhibitors: inhibitors of human GSTO1; P78417; recombinant GSTO1, activity-based probe fluorescence polarization; inhibition, % at 5.96 µM; 300,000 tested, 1.1% active;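 active = inhibition above the campaign mean inhibition plus 3 SD, cut at about 35% in these data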;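 also: 0% = GSTO1-1 with DMSO and 100% = wells lacking GSTO1-1 enzyme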
Starred values were filed as active, the others as inactive; . = not tested or not shown. An excerpt. The share of hits here may be higher or lower than overall.

Values run as follows: LYPLA1 counter | pPAFAH inh | PREPL inh | PME-1 primary | PAD4 FP inh | PAFAH1B2 FP inh | PAFAH1B3 inh | LYPLA2 inh | GSTO1 counter
Cn1c(SCCC(=O)O)nnc1-c1ccncc1
  0 | -1 | -2 | -1 | 3 | 2 | 7 | -1 | -3
CCN(CC)C(=O)c1sc(NC(=O)Cc2ccc(OC)cc2)c(C#N)c1C
  -1 | 6 | 32 | 0 | 0 | 1 | 2 | 6 | 2
O=S(=O)(NCC1CCCO1)c1ccc(S(=O)(=O)N(Cc2ccccc2F)C2CCCCC2)cc1 (stereo unspecified)
  -2 | 5 | 6 | 5 | -3 | 5 | 10 | 0 | -3
COc1ccc(C(CC(=O)Nc2ncccc2C)N2Cc3ccccc3C2=O)cc1 (stereo unspecified)
  4 | 2 | 14 | -2 | -3 | 3 | 1 | 7 | 9
CCOC(=O)c1[nH]c(=O)[nH]c1COC(=O)c1cc2ccccc2o1
  1 | -2 | 6 | 1 | -2 | 6 | 5 | 0 | 8
COC(=O)[C@H](NC(=O)c1cc(-c2ccccc2)nc2ccccc12)c1ccccc1
  -9 | -4 | 3 | 4 | -1 | -1 | 6 | -10 | 0
CCCOc1ccc(/C=c2\sc3nc(-c4ccco4)nn3c2=O)cc1OCC
  -3 | -1 | 8 | -6 | -8 | 2 | 0 | -7 | 1
COc1ccc(C(C)=O)cc1COC(=O)CNC(=O)c1ccc(F)cc1
  3 | 4 | 7 | 1 | -2 | 2 | 9 | 2 | -1
COc1ccccc1C(=O)Nc1ccc(OCC(=O)N2CCCCC2C)cc1 (stereo unspecified)
  0 | 2 | 21 | -2 | -3 | 1 | 15 | 5 | .
CC1CN(C(=O)c2ccc(NS(=O)(=O)c3ccc(F)c(F)c3)cc2)CC(C)O1 (stereo unspecified)
  2 | -7 | -27 | 2 | 0 | 2 | -4 | -3 | 6
CCC(=O)n1nc(-c2ccccc2)nc1NCc1ccccc1
  2 | 9 | 10 | 0 | 0 | 4 | 1 | 4 | 7
O=C(CN1C(=O)NC(c2ccccc2)(c2ccccc2)C1=O)c1c[nH]c2ccccc12
  -25 | -11 | -2 | -28 | 2 | . | . | -44 | -23
Cc1cccc(N=CC=C2OC(C)(C)C(C)(C)O2)c1
  -2 | 4 | -6 | 3 | -5 | 2 | 9 | 7 | 0
CC(C)(C)C(=O)NNC(=O)c1cc2sccc2s1
  1 | 1 | 8 | -3 | 2 | 7 | 2 | 2 | 6
CCOC(=O)c1c(S(=O)(=O)N2CCN(Cc3ccccc3)CC2)c(C)n(C)c1C
  -3 | 0 | 9 | -5 | -5 | 0 | 6 | -2 | -11
Cc1nccn1CC(O)COC1CCCCC1 (stereo unspecified)
  4 | 4 | 3 | 2 | 0 | -3 | 1 | 2 | 4
C(=N\N1CCN(c2ccccn2)CC1)/C1=C(N2CCOCC2)C(=C/c2ccccc2)/CC1
  -3 | 0 | 0 | -2 | -1 | 3 | 0 | -5 | 5
COc1cccc(CN2CCNC(=O)C2CC(=O)NCC(C)(C)N2CCOCC2)c1OC (stereo unspecified)
  2 | -1 | 9 | 5 | -7 | -1 | 10 | 1 | -3
O=C(Nc1nccs1)c1ccc(COc2c(F)c(F)cc(F)c2F)cc1
  -3 | 0 | -5 | -2 | -4 | 4 | 2 | 0 | -7
O=C1N(Cc2cccc(Cl)c2)C[C@@H]2C[C@@H](c3cccn3-c3cccnc3)N3CCC[C@@]123
  0 | 1 | 41 | 11 | -2 | 0 | 2 | 6 | 12
CCc1ccc2[nH]c(C(=O)Nc3ccc4c(c3)OCO4)cc2c1
  -5 | 19 | 12 | -25 | -5 | 6 | 4 | -6 | 4
Cc1ccc2nc3c(cc(C(=O)NCc4ccco4)c(=N)n3Cc3ccco3)c(=O)n2c1
  -1 | 12 | 22 | -9 | -2 | 0 | 7 | -1 | 10
Cc1ccc(CC2SC(=O)NC2=O)cc1Cl (stereo unspecified)
  -2 | 5 | -7 | -2 | -2 | 5 | 2 | 4 | -1
Cc1cccc(N/C=C/c2onc(C)c2[N+](=O)[O-])c1
  0 | 2 | 8 | 0 | -3 | 3 | 0 | -3 | 1
Cc1ccc(S(=O)(=O)NNC(=O)C2CCCCC2)cc1
  -1 | -4 | 2 | 5 | 7 | 2 | 3 | -2 | 6
CC(Sc1ccccn1)C(=O)Nc1ccc(S(N)(=O)=O)cc1 (stereo unspecified)
  -3 | 1 | 2 | 1 | 2 | 8 | 5 | -3 | -5
Cc1ccc2cc(C#N)c(N3CCCC3)nc2c1C
  0 | 7 | 2 | 0 | 3 | 0 | 1 | 3 | -8
CCC(C)N(CC(=O)NCc1ccc(OC)cc1)C(=O)c1csnn1 (stereo unspecified)
  3 | 3 | 24 | 0 | -6 | 2 | 8 | 3 | 0
CCOC(=O)c1sc(NC(=O)C(CC)Sc2nnc3c4ccccc4n(CC)c3n2)nc1C (stereo unspecified)
  -2 | -1 | -1 | -4 | 1 | 0 | 5 | 6 | -4
COc1cc2c(=O)n(CCC(=O)NCC3CCCO3)c(=O)n(CC(=O)Nc3ccc(C)c(C)c3)c2cc1OC (stereo unspecified)
  0 | -2 | 9 | -6 | 2 | 3 | 6 | -4 | 6

The results go on:
Values run as follows: LYPLA1 counter | pPAFAH inh | PREPL inh | PME-1 primary | PAD4 FP inh | PAFAH1B2 FP inh | PAFAH1B3 inh | LYPLA2 inh | GSTO1 counter
C[C@@H](NC(=O)c1nc[nH]c1C(=O)N1CCN(C(=O)OC(C)(C)C)CC1)c1ccccc1
  4 | -2 | 13 | -5 | -2 | -1 | 2 | 5 | .
Nc1nonc1-n1nnc(C(=O)N/N=C/c2ccc(OCc3cccc(Cl)c3)cc2)c1CN1CCCCC1
  -1 | 3 | 0 | 4 | 4 | -10 | -14 | -7 | 2
O=C(CSc1ncccc1C(=O)O)NCCC1=CCCCC1
  -2 | 1 | 8 | -4 | 2 | 12 | 5 | -3 | 4
CCOc1ccc(C(=O)NC(=S)Nc2ncccc2C)cc1[N+](=O)[O-]
  5 | 2 | 5 | -2 | 3 | -2 | 9 | 10 | 1
CC/C(=N\O)c1ccc(O)c(OC)c1
  2 | 8 | -10 | 1 | 2 | -5 | 0 | -4 | -4
S=C(NCC1CCCO1)NC12CC3CC(CC(C3)C1)C2 (stereo unspecified)
  3 | 5 | -5 | 1 | 1 | 17 | 9 | 0 | 8
CC(=O)N1CCC(N(C(=O)Nc2ccc(C)c(C)c2)C2CCCC2)CC1
  0 | 2 | 8 | -7 | -1 | 3 | -12 | 5 | -1
CCN(CCO)C(=S)Nc1cc(C(=O)OC)ccc1C(=O)OC
  2 | 1 | -1 | -2 | 0 | 0 | 6 | 0 | 1
Clc1ccc(CSc2nnc(-c3ccncc3)o2)c(Cl)c1
  3 | 10 | -4 | 7 | -2 | 6 | 6 | 17 | 4
O=C(CCCNC(=O)c1ccc(Cl)cc1)NCc1ccccc1F
  0 | 6 | -6 | 0 | 2 | 5 | 11 | 5 | 3
CC(C)N(C(C)C)S(=O)(=O)c1ccc(Cl)nc1
  -1 | 7 | 7 | 2 | 2 | 1 | 7 | 4 | 4
O=C(Nn1c(-c2ccccc2)nc2ccccc2c1=O)C1CCC1
  -1 | 2 | 2 | -6 | 0 | -1 | 6 | 1 | -1
Oc1c(N=Nc2ccccn2)ccc2ccccc12
  -1 | 14 | 26 | 24 | -12 | 1 | -31 | -2 | 16
CC(C)OCCCNC(=O)c1sc(=S)n(C)c1N
  2 | 6 | -2 | 1 | 2 | 7 | 2 | 3 | 1
CCn1nnnc1SCC(=O)NC1Cc2ccccc2C1
  1 | -2 | 2 | 4 | -2 | 0 | 1 | -1 | 2
COc1ccc(-c2cc(C(=O)Nc3c(C)nn(Cc4ccc(Cl)cc4)c3C)no2)cc1
  2 | 2 | 5 | 1 | -3 | 2 | 3 | 2 | -1
CCOc1ccc(/C=C(\C#N)C(=O)NCC2CCCO2)cc1OCC (stereo unspecified)
  -1 | 1 | -1 | 4 | 7 | 2 | 2 | 0 | -7
CCc1cccc(NC(=O)CCC(=O)N2CCSc3ccccc32)c1
  2 | 10 | 3 | 6 | -1 | 8 | -1 | 4 | 7
Cc1cccc([N+](=O)[O-])c1NC(=O)CSc1nnc2ccccn12
  -4 | -2 | 2 | 4 | -2 | 4 | 6 | -4 | .
Cc1ccc(CN2CCC(n3nccc3NC(=O)C3CCOC3)CC2)cc1C (stereo unspecified)
  -3 | 1 | 6 | -2 | -6 | 5 | 5 | -2 | -12
CCOC(=O)C1(Cc2cccc(F)c2)CCN(C(=O)Cc2cccnc2)CC1
  0 | -4 | 1 | -8 | -3 | 0 | 3 | 3 | 3
Cc1cc(C)n(-c2nnc(N3CCN(c4ccc(F)cc4)CC3)nn2)n1
  0 | 0 | 1 | 3 | 1 | 7 | 6 | 4 | -1
Cc1ccccc1NC(=S)NC1CCCC1
  1 | 3 | -5 | 1 | -1 | 3 | 1 | 4 | 2
O=C(CSc1ncccn1)Nc1ccc(N2CCOCC2)cc1
  7 | 1 | 3 | -6 | -2 | 2 | 6 | 13 | -8
CCN(C[C@H]1N[C@@](CC)(C(=O)OC)[C@H]2C(=O)N(Cc3ccccc3)C(=O)[C@@H]12)S(=O)(=O)c1ccc(F)cc1
  . | 5 | 13 | . | 0 | 6 | 8 | . | .
Cc1ccccc1C(=O)Oc1cccc(Nc2ncnc3ccccc23)c1
  -28 | -19 | 5 | -41 | 3 | -1 | -8 | -60 | -48
Cc1ccc2c(c1)C1CC(C)(O2)N(c2cccc(C(=O)NC3CCN(Cc4ccccc4)CC3)c2)C(=O)N1 (stereo unspecified)
  0 | 6 | 31 | -1 | -7 | -5 | 1 | -1 | -2
O=C(OCc1cccc(F)c1)c1ccc2c(=O)n3c(nc2c1)CCC3
  3 | 3 | 15 | 5 | -1 | -2 | 1 | 19 | -3
O=C(NC(=O)N1CCCCCC1)c1ccccc1
  4 | 6 | 11 | 0 | 3 | -4 | -4 | 4 | 4
C[C@@H]1NC(=O)N[C@@H]1CCCCCC(=O)O
  -2 | -1 | -2 | -7 | -3 | -2 | 8 | 4 | 4

Quoted from the entries so far for reference:
Values run as follows: LYPLA1 counter | pPAFAH inh | PREPL inh | PME-1 primary | PAD4 FP inh | PAFAH1B2 FP inh | PAFAH1B3 inh | LYPLA2 inh | GSTO1 counter
COc1ccc(-c2cc(C(=O)Nc3c(C)nn(Cc4ccc(Cl)cc4)c3C)no2)cc1
  2 | 2 | 5 | 1 | -3 | 2 | 3 | 2 | -1
CCOc1ccc(/C=C(\C#N)C(=O)NCC2CCCO2)cc1OCC (stereo unspecified)
  -1 | 1 | -1 | 4 | 7 | 2 | 2 | 0 | -7

The list goes on.
Values run as follows: LYPLA1 counter | pPAFAH inh | PREPL inh | PME-1 primary | PAD4 FP inh | PAFAH1B2 FP inh | PAFAH1B3 inh | LYPLA2 inh | GSTO1 counter
CCn1cc(CNc2nc3nonc3nc2N2CCCCC2)cn1
  1 | 3 | -11 | 2 | -1 | 6 | 14 | 0 | 1
COc1ccc(/C=C/C(=O)c2ccc(Cl)s2)cc1O
  -2 | 2 | -2 | 3 | 3 | 9 | 5 | -6 | -2
Cc1ccc(NC(=O)CCCCCNS(=O)(=O)c2ccc(C)cc2)cc1
  -4 | 1 | -9 | 1 | 2 | 1 | -1 | 5 | 9
COc1ccc(NC(=O)CSc2nc(C)cs2)c([N+](=O)[O-])c1
  . | 0 | 4 | . | -3 | 5 | 13 | . | .
COc1ccc(CCC(=O)NCc2ccccc2Cl)cc1OC
  -2 | 4 | 5 | -1 | -1 | 2 | 1 | 7 | 2
O=C1CCSc2ccc(Cl)cc2N1Cc1ccccc1
  0 | 6 | -20 | -2 | -1 | 2 | 7 | -2 | 3
